# Bioassay records deposited in PubChem by several laboratories.
# CendR NRP1 mod – NRP-1/CendR interaction modulation | FAM-RPARPAR peptide binding to NRP-1, fluorescence polarization | inhibition, % at 25 µM | actives 0.85% (n = 360,000) | AID 602438;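 active = inhibition or corrected inhibition above about 18%, plus a signal ratio from 0.5 to 1.5, limit read from the data, passing the limit was not always enough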; note: strong numbers were not always called active
# SKN-1 inh – C. elegans SKN-1 inhibition; C. elegans VP596 Pgst-4::GFP/RFP ratio, acrylamide-induced, 24 h; inhibition, % at 21.8 µM; actives 0.49% (n = 360,000); AID 624304;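 active = interference check ratio from 0.5 to 1.5 plus GFP to RFP signal ratio inhibition reaching or exceeding a fixed threshold, cut at about 30% in these data, passing the limit was not always enough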; note: some compounds called inactive have numbers as strong as hits
# Rin1-Abl PPI inh – human Rin1-Abl interaction inhibition; TR-FRET Rin1/Abl binding, biochemical; actives 0.4% (n = 360,000); P00519+Q13671; AID 588664; inhibition, % at 7.35 µM; in the data active = inhibition above about 5%, passing the limit was not always enough
# bovine MsrA act – bovine methionine sulfoxide reductase A activation. actives 0.3% (n = 360,000). purified bovine MsrA, absorbance read-out. activation, % at 10.6 µM. AID 602163; in the data active = activation above about 7.5%;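 note: 0% = vehicle and 100% = reference activator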
# MT1-MMP act inh – inhibitors of human MT1-MMP activation; P50281; AID 651647; actives 0.061% (n = 360,000); GFP/RFP ratio change, % at 20 µM; HT1080 RFP-PRO-GFP cells, GFP/RFP ratio fluorescence, overnight; percent of plate control window, DMSO zero;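 active = GFP/RFP ratio change of at least 30% with cell ATP level not reduced by more than half and red fluorescence within 50% of control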; note: strong numbers were not always called active
#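 Test system: HT1080 RFP-PRO-GFP cells; Benchmarks: DMSO and RFP-L50D-GFP cell wells; Timing: cells overnight before dosing, compound overnight, 37 °C, 5% CO2; Compound: one 20 µM compound dose with 1% DMSO; Read-out: GFP/RFP fluorescence ratio.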
# eLon inh – E. coli protease La inhibition; purified E. coli Lon protease, fluorescence polarization; actives 0.42% (n = 360,000); P0A9M0; inhibition, % at 7.94 µM; in the data active = inhibition above about 13%, passing the limit was not always enough;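 note: 0% = enzyme with probe and DMSO and 100% = no enzyme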
# MLLE-PAM2 inh – blocks PAM2 peptide binding to the PABP1 MLLE domain. P11940. GST-MLLE / FITC-PAM2 fluorescence polarization. inhibition, % at 20 µM. actives 0.36% (n = 360,000). AID 588489; in the data active = inhibition above about 35%, passing the limit was not always enough;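 note: plate controls were DMSO wells with GST-MLLE for no effect and wells lacking GST-MLLE protein for full effect; some results filed as inactive read as strong as hits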
# Target sequence (P11940 whole entry, looked up, the tested form may be a part): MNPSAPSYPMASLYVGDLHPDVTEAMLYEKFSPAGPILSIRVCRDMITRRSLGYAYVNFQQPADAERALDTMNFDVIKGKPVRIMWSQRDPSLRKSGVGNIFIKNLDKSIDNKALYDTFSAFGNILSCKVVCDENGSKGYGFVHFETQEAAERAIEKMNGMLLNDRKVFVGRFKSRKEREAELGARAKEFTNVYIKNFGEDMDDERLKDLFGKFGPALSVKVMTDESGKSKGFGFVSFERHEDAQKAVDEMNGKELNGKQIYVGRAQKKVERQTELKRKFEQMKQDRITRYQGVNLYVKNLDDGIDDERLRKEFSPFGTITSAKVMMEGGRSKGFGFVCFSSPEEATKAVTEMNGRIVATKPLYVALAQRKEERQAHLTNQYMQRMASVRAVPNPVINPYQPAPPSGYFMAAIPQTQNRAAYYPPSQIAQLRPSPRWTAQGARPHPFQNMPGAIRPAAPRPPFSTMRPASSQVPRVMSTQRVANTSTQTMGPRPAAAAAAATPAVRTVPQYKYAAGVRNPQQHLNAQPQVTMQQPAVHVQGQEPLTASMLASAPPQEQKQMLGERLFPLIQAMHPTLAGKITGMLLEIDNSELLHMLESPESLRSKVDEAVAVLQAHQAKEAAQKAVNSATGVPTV
# FAS-TE inh – FAS thioesterase (human) inhibition; actives 0.67% (n = 360,000); recombinant FAS-TE, OMFH fluorogenic substrate, fluorescence endpoint; inhibition, % at 15 µM; AID 602261;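 active = compounds whose normalised, plate-corrected inhibition of enzyme fluorescence in the single-dose primary screen is 50% or more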;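 note: 0% = DMSO with enzyme and 100% = substrate without enzyme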
# Neddylation inh – inhibitors of human cullin neddylation | AID 651699 | P61081+Q13564 | calls only at 25 µM | actives 0.58% (n = 360,000) | TR-FRET cullin neddylation, biochemical; in the data active = inhibition above about 36%
# * hit, by the source's call; i = inactive; · = not tested or not shown. The order is random; overall some 4% were active at least once.
# Below each SMILES: CendR NRP1 mod	SKN-1 inh	Rin1-Abl PPI inh	bovine MsrA act	MT1-MMP act inh	eLon inh	MLLE-PAM2 inh	FAS-TE inh	Neddylation inh
- O=C(O)C1C2C=CC(C3CC23)C1C(=O)NCCc1ccccc1 (centres undefined)
 : 11	-2	-5	-2	2	6	-4	-4	i
- Cc1c(C(=O)c2ccc(Cl)cc2Cl)cnc2cc3c(cc12)OCO3
 : -3	-3	0	-5	-1	-6	-19	17	i
- N#Cc1cnn2c(-c3ccc(Cl)cc3Cl)ccnc12
 : 9	-12	4	-3	-1	-10	16	-1	·
- C=CCSc1nc2c(c(=O)[nH]c(=O)n2C)n1CC
 : 3	-6	0	-5	0	-15	31	-9	i
- Cc1cc(C)nc(Nc2nc3ccccc3[nH]2)n1
 : -7	0	2	0	1	0	-5	-1	i
- CCCCC1CCC(C(=O)N(CCOC)c2c(N)n(CCCC)c(=O)[nH]c2=O)CC1 (centres undefined)
 : 11	-17	-1	2	-4	-2	-2	4	i
- Cc1cc(C)cc(NC(=S)NCC2CCCO2)c1 (centres undefined)
 : 3	3	0	-3	0	1	8	-3	i
- O=C(N/N=C/c1ccncc1)c1ccc(NC(=O)c2cccc(Cl)c2)cc1
 : -9	-2	2	-3	5	-3	-5	0	i
- CC1Cc2ccccc2N1C(=O)c1cc2sccc2n1Cc1ccc(F)cc1 (centres undefined)
 : -2	17	-2	-5	-26	-4	19	32	i
- Nc1c(C(=O)NCc2ccc3c(c2)OCO3)nnn1-c1ccc(OC(F)(F)F)cc1
 : -8	28	5	1	2	-9	-3	-4	i
- CCOc1ccc(C(=O)COC(=O)C2COc3ccccc3O2)cc1 (centres undefined)
 : -6	-13	1	-4	0	-6	-7	-4	i
- COc1ccc(NC(=O)COc2nsnc2N2CCCCC2)cc1
 : -4	9	1	-10	-4	-9	28	3	i
- O=C(Cn1cnc2c(cnn2-c2ccccc2)c1=O)NC1CCCC1
 : 2	-2	0	2	0	0	1	-4	i
- NS(=O)(=O)c1ccc(CCNC(=O)C2CCN(S(=O)(=O)c3ccc(Br)s3)CC2)cc1
 : 4	5	-2	-6	1	-5	5	-1	i
- CCOC(=O)c1c(-c2ccc(OC)cc2)oc2ccc(O)cc12
 : -1	-4	1	-2	6	3	3	22	·
- Cc1ccc(SCc2[nH]nc3c2C2(C(=O)N(C)c4ccccc42)C(C#N)=C(N)O3)cc1 (centres undefined)
 : 2	5	0	-2	-6	7	-1	5	i
- CC(C)NC(=O)C1Cc2c(-c3ccccc3Oc3ccccc3)ccnc2O1 (centres undefined)
 : 8	-2	2	-6	-2	0	-13	0	i
- COc1ccc(C(=O)NCCSc2ccccn2)cc1
 : 0	-18	-1	-6	0	2	3	-2	i
- O=c1c2ccccc2nc(CSc2nnnn2-c2ccccc2)n1-c1ccccc1Cl
 : 11	2	1	-3	-3	-11	5	-6	i
- C/C(=N\NC(=O)CCn1nnc2ccccc21)c1cccs1
 : -3	0	0	-8	7	8	6	-6	i

# Another view of some results above.
SMILES,CendR NRP1 mod,SKN-1 inh,Rin1-Abl PPI inh,bovine MsrA act,MT1-MMP act inh,eLon inh,MLLE-PAM2 inh,FAS-TE inh,Neddylation inh
Cc1c(C(=O)c2ccc(Cl)cc2Cl)cnc2cc3c(cc12)OCO3,-3,-3,0,-5,-1,-6,-19,17,i
N#Cc1cnn2c(-c3ccc(Cl)cc3Cl)ccnc12,9,-12,4,-3,-1,-10,16,-1,·
C=CCSc1nc2c(c(=O)[nH]c(=O)n2C)n1CC,3,-6,0,-5,0,-15,31,-9,i
Cc1cc(C)nc(Nc2nc3ccccc3[nH]2)n1,-7,0,2,0,1,0,-5,-1,i
CCCCC1CCC(C(=O)N(CCOC)c2c(N)n(CCCC)c(=O)[nH]c2=O)CC1 (centres undefined),11,-17,-1,2,-4,-2,-2,4,i
Cc1cc(C)cc(NC(=S)NCC2CCCO2)c1 (centres undefined),3,3,0,-3,0,1,8,-3,i
O=C(N/N=C/c1ccncc1)c1ccc(NC(=O)c2cccc(Cl)c2)cc1,-9,-2,2,-3,5,-3,-5,0,i
CC1Cc2ccccc2N1C(=O)c1cc2sccc2n1Cc1ccc(F)cc1 (centres undefined),-2,17,-2,-5,-26,-4,19,32,i
Nc1c(C(=O)NCc2ccc3c(c2)OCO3)nnn1-c1ccc(OC(F)(F)F)cc1,-8,28,5,1,2,-9,-3,-4,i
CCOc1ccc(C(=O)COC(=O)C2COc3ccccc3O2)cc1 (centres undefined),-6,-13,1,-4,0,-6,-7,-4,i
COc1ccc(NC(=O)COc2nsnc2N2CCCCC2)cc1,-4,9,1,-10,-4,-9,28,3,i
O=C(Cn1cnc2c(cnn2-c2ccccc2)c1=O)NC1CCCC1,2,-2,0,2,0,0,1,-4,i
NS(=O)(=O)c1ccc(CCNC(=O)C2CCN(S(=O)(=O)c3ccc(Br)s3)CC2)cc1,4,5,-2,-6,1,-5,5,-1,i
CCOC(=O)c1c(-c2ccc(OC)cc2)oc2ccc(O)cc12,-1,-4,1,-2,6,3,3,22,·

# Going on with the list.
# Below each SMILES: CendR NRP1 mod	SKN-1 inh	Rin1-Abl PPI inh	bovine MsrA act	MT1-MMP act inh	eLon inh	MLLE-PAM2 inh	FAS-TE inh	Neddylation inh
- Cc1ccc(/C=C/C(=O)N(Cc2cccs2)C2CCS(=O)(=O)C2)cc1 (centres undefined)
 : 14	-3	-1	-8	6	13	-8	5	i
- CCc1ccc(NS(=O)(=O)c2cc3[nH]c(=O)c(=O)[nH]c3cc2C)cc1
 : -14	17	-1	-1	-2	2	-6	50	i
- O=C(Cn1c(=O)c2sccc2n(Cc2cccc([N+](=O)[O-])c2)c1=O)NCCc1ccccc1
 : -6	-2	-1	-3	8	0	11	57*	i
- NS(=O)(=O)c1ccc(NC(=O)COC(=O)C2CC(=O)N(Cc3ccccc3)C2)cc1 (centres undefined)
 : -4	7	1	-1	0	11	-9	-3	i
- COc1cc(NC(=O)CCN2CCN(CCO)CC2)cc(OC)c1
 : 12	17	2	-1	-2	0	-3	-6	i
- O=[N+]([O-])c1cc(C(F)(F)F)cc([N+](=O)[O-])c1NCCCNc1ccc([N+](=O)[O-])c2cccnc12
 : -6	2	0	-4	13	-4	-7	28	i
- CCOc1ccc2c(c1)nc(NCCCO)n2Cc1ccccc1
 : 13	5	-1	-4	3	-1	3	-2	i
- O=C(Nc1nnc(C2CC2)s1)C1CCCO1 (centres undefined)
 : 8	0	-5	-3	4	1	-8	-6	i
- CC1(Oc2ccccc2-c2ccn[nH]2)CCN(Cc2ccc(OC(F)(F)F)cc2)C1 (centres undefined)
 : -14	7	-5	1	-3	-4	8	2	i
- CCN(CC)CCN(C)C(c1ccnc2ccccc12)c1nnnn1-c1ccc2c(c1)OCCO2 (centres undefined)
 : 6	-9	·	-5	0	5	·	-9	i
- COc1ccc(Cl)cc1NC(=O)CN(C)CC(=O)N1CC(=O)Nc2ccccc21
 : -12	5	2	0	-1	3	9	2	i
- CC1CCc2c(sc(Nc3nc4c(F)cccc4s3)c2C(N)=O)C1 (centres undefined)
 : -87	5	-3	-6	-19	-147	-124	9	·
- O=C(CSc1nnc(-c2cnccn2)n1Cc1ccco1)c1ccc2ccccc2c1
 : -22	2	-3	-2	-2	0	-13	14	i
- COc1ccc2[nH]cc(S(=O)(=O)c3ccc(C(C)C)cc3)c(=O)c2c1
 : -3	-11	2	-2	5	2	-14	-2	i
- O=C(NCCCOC(=O)c1ccccc1)c1ccccc1
 : -3	-3	2	0	1	-10	16	-2	i
- O=C(OCC(=O)N1CCN(C(=O)c2ccco2)CC1)c1cccc(S(=O)(=O)N2CCc3ccccc32)c1
 : 4	4	1	-4	0	-8	-11	4	i
- CC1(C)CC(NC(=O)C2CCN(S(=O)(=O)c3ccc(F)cc3)CC2)CC(C)(C)N1
 : -1	3	4	-2	-3	-3	8	-3	i
- COC(=O)c1ccc(CNC(=O)c2ccc(S(=O)(=O)N3CCCCCC3)cc2)cc1
 : -10	14	0	-2	0	2	-7	-4	i
- O=S(=O)(c1cccs1)N1CN(Cc2ccc(F)cc2)c2nc3ccccc3nc21
 : -2	9	0	1	-1	5	2	23	i
- CC(=O)c1ccc(NC(=O)CCNC(=O)c2ccc(Cl)cc2)cc1
 : 4	-5	1	-2	0	-2	-8	-2	i
- Cc1ccc(NCc2nnc(SCC(=O)NCCc3ccccc3)n2C)cc1
 : 5	16	-1	-1	11	10	5	-11	i
- CN1CCN(C(=O)C2C3C=CC(C3)C2C(=O)O)CC1 (centres undefined)
 : -22	-10	6	0	-3	1	-2	-2	i
- CCCc1nnc(NC(=O)c2oc3ccccc3c2COCC)s1
 : -6	-2	-3	-3	2	-6	-6	-4	i
- CN(Cc1cccc(C(F)(F)F)c1)C(=O)C1CCC(=O)N(CC2CCCCC2)C1 (centres undefined)
 : 9	10	-2	1	-11	9	-5	5	i
- COc1cc(/C=N/NC(=O)c2cc(-c3cccn3C)n[nH]2)cc(OC)c1OC
 : -11	-15	-1	-3	20	-3	9	-9	i
- CCOC(=O)c1sc(NC(=O)CCCn2nc([N+](=O)[O-])c(Cl)c2C)c(C(=O)OCC)c1C
 : 12	-1	1	-10	2	0	5	20	i
- CCn1nc(C)c(NS(=O)(=O)c2ccc(C)cc2)c1C
 : 2	4	4	-2	-12	-1	-9	-10	i
- CCc1nc2c(OCCn3cccc3)cccn2c1N(C)C(=O)c1ccccc1F
 : -3	2	-4	-7	8	-6	-5	-8	i
- COc1ccc(S(=O)(=O)n2nc(C)cc2C)cc1OC
 : -6	12	1	0	0	0	-20	-5	i
- COc1ccc(C(=O)CSc2cc(C)nc3nc(C)nn23)cc1OC
 : -9	2	0	-3	5	-3	30	-5	i
- CCOC(=O)c1c(C)nc2sc(C(=O)Nc3ccc(C(C)=O)cc3)c(N)c2c1-c1ccc(OC)cc1
 : 8	-1	-3	-5	-15	-1	23	23	·
- O=S1(=O)CCN(Cc2cccc(C(F)(F)F)c2)CC1
 : -3	-2	3	-2	0	6	21	-3	i
- CCN(CC(=O)NCc1ccccc1Cl)CC(=O)Nc1c(F)cccc1F
 : -6	-10	0	-2	1	1	14	-6	i
- COc1ccc(Cn2cc(CN3CCS(=O)(=O)N(Cc4ccc(-c5cccc(Cl)c5)cc4)C(C)C3=O)nn2)cc1 (centres undefined)
 : 3	-3	-5	-9	4	-3	7	25	i
- Nc1nc(CSCc2ccccc2)nc(N2CCOCC2)n1
 : 12	-4	-3	-1	2	3	15	-3	i
- NNC(=S)Nc1ccccc1Cl
 : -13	-3	3	-2	2	3	-29	-4	i
- CC(C)(C)c1ccc(OCCC(=O)OCC(=O)NC2CC2)cc1
 : -4	-7	0	-3	-1	-4	2	3	i
- Cc1cc(N2C(=O)C(O)=C(C(=O)c3cc4ccccc4o3)C2c2ccc(OC(C)C)cc2)no1 (centres undefined)
 : -7	4	-6	-2	6	-35	8	11	i
- CC(=O)Cc1nsc(NC(=O)c2ccc(-c3ccc(Cl)c(Cl)c3)o2)n1
 : 9	1	-2	-9	8	-16	0	5	i
- CC1(C)OCC(N)(CO)CO1
 : -2	15	-2	0	4	-9	11	-5	i
- O=C1/C(=C/c2cccs2)SC(=S)N1CCCC(=O)N(CCO)c1ccccc1
 : 5	18	0	-8	2	1	10	8	i
- CCOC(=O)c1cc2c(=O)n3ccccc3nc2n(Cc2ccco2)c1=NC(=O)c1ccccc1OCC
 : -43	3	-1	-4	-15	-6	-1	2	·
